LYP inhibition – inhibitors of LYP phosphatase, biochemical, fluorescence intensity, uHTS (AID 1779); one-dose inhibition, % at 11.5 µM; IC50 in µM for titrated hits; Tyrosine-protein phosphatase non-receptor type 22 (Homo sapiens); 0.054% of 290,000 active; recombinant LYP phosphatase, fluorescence intensity; higher % means a stronger effect;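 also: plate controls were vehicle with enzyme for no effect and no enzyme for full effect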
KOR beta-arrestin-1 – KOR agonists, beta-arrestin recruitment, primary screen, cell-based, luminescence, uHTS (AID 1777). KOR beta-arrestin recruitment, luminescence; higher % means a stronger effect. one-dose activation, % at 10 µM; EC50 in µM for titrated hits. 0.02% of 280,000 active. Kappa-type opioid receptor (Homo sapiens); in the data active = activation above about 50%, passing the limit was not always enough; also: a part of the inactive calls stands beside numbers as strong as those of hits
NOD1 NF-kB reporter – NOD1 signaling inhibitors, primary screen, cell-based, luminescence, uHTS (AID 1578); one-dose inhibition, % at 4 µM; EC50 in µM for titrated hits; 1% of 290,000 active; NOD1-driven NF-kB luciferase reporter cells, luminescence; higher % means a stronger effect; in the data active = inhibition mostly above about 36%, no sharp cut-off; inactive = mostly below about 34%;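 also: HEK-293T reporter cells stimulated with the NOD1 agonist gamma-tri-DAP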
KOR beta-arrestin-2 – KOR antagonists, beta-arrestin recruitment, cell-based, luminescence, uHTS (AID 1778) | one-dose inhibition, % at 10 µM; IC50 in µM for titrated hits | KOR beta-arrestin recruitment, luminescence, antagonist mode; higher % means a stronger effect | 0.091% of 290,000 active | Kappa-type opioid receptor (Homo sapiens); also: strong numbers were not always called active
XIAP antagonists – XIAP antagonists, biochemical, IAP family, fluorescence polarization (AID 1018) | XIAP BIR domain, fluorescence polarization peptide displacement; higher % means a stronger effect | displacement, % at 20 µM; hits with a dose series show IC50 in µM | 0.007% of 200,000 active; in the data active = displacement above about 50%; also: a part of the inactive calls stands beside numbers as strong as those of hits
HEK293 NOD2/NF-kB – NOD2 signaling inhibitors, cell-based, luminescence, uHTS, HEK293 (AID 1566). inhibition, % at 4 µM, or EC50 in µM where a hit was titrated. HEK293 NOD2/NF-kB luciferase reporter, luminescence; higher % means a stronger effect. 0.63% of 290,000 active; also: many of its hits are not listed in these tables
human PMI inhibition – inhibitors of human PMI, primary screen, biochemical, fluorescence intensity, coupled assay (AID 1209). Mannose-6-phosphate isomerase (Homo sapiens). purified PMI enzyme, coupled fluorescence intensity; higher % means a stronger effect. 0.42% of 190,000 active. one-dose inhibition, % at 20 µM; IC50 in µM for titrated hits;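 also: plate controls were DMSO vehicle for no effect and wells lacking substrate for full effect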
human PMI inhibitors – human PMI inhibitors, high substrate, primary screen, biochemical, fluorescence intensity, high mannose 6-phosphate (AID 1220); recombinant PMI enzyme, coupled fluorescence intensity; higher % means a stronger effect; 0.66% of 190,000 active; inhibition, % at 20 µM, or IC50 in µM where a hit was titrated
TNAP activation fold – human TNAP enzyme activators, primary screen, biochemical, luminescent, no phosphate acceptor, uHTS (AID 1001); Alkaline phosphatase, tissue-nonspecific isozyme (Homo sapiens); purified TNAP, luminescent activation assay, no phosphate acceptor; higher activation fold means a stronger effect; 0.03% of 200,000 active; one-dose activation fold at 20 µM; EC50 in µM for titrated hits; in the data active = activation fold from about 3, or a potency from the dose series; inactive = the rest, 99 in 100 with activation fold below about 1.6; also: many of its hits are not listed in these tables
* hit, by the source's call; / = no result given; [ ] = another dose, or the depositor's remark. Rule as the data show it, unless noted: active = inhibition above about 50%; inactive = the rest. An excerpt (hit frequency here may not be typical).

SMILES	LYP inhibition	KOR beta-arrestin-1	NOD1 NF-kB reporter	KOR beta-arrestin-2	XIAP antagonists	HEK293 NOD2/NF-kB	human PMI inhibition	human PMI inhibitors	TNAP activation fold
c1ccc(-c2cc(-c3nc4ccccc4[nH]3)c3ccccc3n2)cc1	-1%	0.9%	66%	-28%	-1.7%	-7%	9%	12%	1.1
CC(=O)c1ccc(OCC(C)Oc2ccc(C#N)cc2)cc1 (stereo not given)	-9%	4.4%	2%	-10%	/	-13%	/	/	/
CC(C)CC(NC(=O)C(CC(C)C)NC(=O)OC(C)(C)C)C(=O)O (stereo not given)	-8%	-4.0%	19%	-3%	-3.5%	6%	8%	8%	1.1
O=C(c1cc(-c2ccc(Cl)cc2Cl)on1)N1CCOCC1	-3%	6.8%	-24%	-6%	-5.2%	-91%	-6%	-10%	1.1
Cc1cccc(C)c1NC(=O)N1CC(C)OC(C)C1 (stereo not given)	5%	1.5%	-10%	-9%	/	-20%	/	/	/
COCCCN1CN(S(=O)(=O)c2ccc(Cl)cc2)c2nc3ccccc3nc21	3%	3.1%	-20%	-5%	-5.6%	11%	-46%	-74%	1
COc1ccc(NC(=O)Nc2ccc(F)cc2)cn1	-7%	-5.1%	1%	-3%	/	1%	/	/	/
Cc1cccc(CC(C)NC(=O)c2cc(COc3ccc(F)cc3F)on2)n1 (stereo not given)	-8%	1.1%	-39%	-17%	/	-3%	/	/	/
CCCCn1c(SCC(=O)O)nc2ccccc21	-4%	-2.5%	31%	-53%	-8.9%	-8%	1%	-1%	1.1
CCC(CC)C(=O)Nc1nnc(CCc2ccccc2)s1	-4%	1.8%	-24%	-42%[20 µM]	/	17%	/	/	/
CCOC(=O)C1=C(c2ccccc2)N=C2SCC(=O)N2C1c1ccc(O)c(OC)c1 (stereo not given)	-5%	1.3%	-5%	6%	-6.0%	10%	-2%	2%	1.2
COC(=O)CCC(=O)OC1(C)C(=O)C=C2C=C(C3CC3)N(CCc3ccccn3)C=C2C1=O (stereo not given)	-8%	3.0%	-10%	13%	/	-8%	/	/	/
COc1ccc(C(=O)N/C(=C\c2cn(S(=O)(=O)N(C)C)c3ccccc23)C(=O)NC(C)C)cc1	-3%	0.4%	-12%	15%	2.1%	-17%	7%	5%	1.1
Cc1nn(-c2ccccc2)c(C)c1/C=N\N1CCN(c2ccc(Cl)cc2)CC1	12%	-3.5%	-19%	15%	-3.4%	-4%	9%	7%	1.1
CSCCC(NS(=O)(=O)c1ccc2[nH]c(=O)c(=O)[nH]c2c1)C(=O)O (stereo not given)	-2%	3.8%	-31%	12%	-10%	-2%	2%	3%	1
COc1ccc(/C=C/C(=O)NC(=S)N2CCOCC2)cc1	-6%	2.7%	-59%	-52%	/	-37%	/	/	/
CS(=O)(=O)c1cccc(C(=O)N(CCc2ccccc2)Cc2cccs2)c1	-12%	4.4%	39%	-28%	/	-10%	/	/	/
COc1ccc(CCN(Cc2nc3ccccc3c(=O)[nH]2)C(=O)c2ccco2)cc1	-7%	/	-6%	25%	-4.0%	27%	14%	7%	1.1
Cc1ccc(CS(=O)(=O)Cc2ccc(C(=O)NCCCN3CC(C)CC(C)C3)o2)cc1 (stereo not given)	-7%	-0.4%	-18%	-2%	/	3%	/	/	/
CN(CC(=O)N1CC=C(c2ccccc2)CC1)S(=O)(=O)c1ccc2c(c1)c(=O)n(C)c(=O)n2C	-1%	12%	-16%	-40%	-5.8%	6%	-2%	18%	0.9
O=C(NCc1ccccc1)C(=O)c1cn(CC(=O)N2CCOCC2)c2ccccc12	-6%	6.8%	-11%	-32%	/	4%	/	/	/
O=C1c2ccccc2C(O)N1Cc1ccccc1 (stereo not given)	0%	-0.3%	-15%	0%	-1.6%	-1%	12%	13%	1
COc1ccc(C(=O)C2CCCN(C(=O)c3ccc4nccnc4c3)C2)c(C)c1 (stereo not given)	-8%	-2.7%	-21%	13%	/	4%	/	/	/
COc1ccc(CN(C)C(=O)c2cnc(C)cn2)c(OC)c1OC	-9%	-2.0%	-5%	30%	/	5%	/	/	/
COc1cccc(C(=O)NNC(=O)C(=O)Nc2cccc(Cl)c2C)c1	-6%	-4.1%	12%	-14%	/	-2%	/	/	/
Later entries.
SMILES	LYP inhibition	KOR beta-arrestin-1	NOD1 NF-kB reporter	KOR beta-arrestin-2	XIAP antagonists	HEK293 NOD2/NF-kB	human PMI inhibition	human PMI inhibitors	TNAP activation fold
Cc1ccc(S(=O)(=O)NC2CC(C)(C)NC(C)(C)C2)cc1C	-4%	-7.9%	-20%	10%[20 µM]	/	4%	/	/	/
CCC(=O)N1CCc2cc(S(=O)(=O)NCCC(=O)N3CC=C(c4ccccc4)CC3)ccc21	-4%	44%	7%	22%	-4.6%	8%	-1%	11%	1.1
O=C(NCc1ccccn1)Nc1ccc(F)c(Cl)c1	-7%	-2.3%	-40%	-8%	/	-2%	/	/	/
O=c1cc(CO)oc(CN2CCN(c3ccccc3F)CC2)c1O	-4%	-1.4%	-13%	22%	-2.4%	8%	0%	9%	1.1
COc1ccc(CCNC(=O)CN(c2ccccc2OC)S(C)(=O)=O)cc1	-4%	-1.5%	0%	32%	-3.2%	3%	10%	4%	1.1
CCCCNCc1cccn1-c1ccccc1	0%	-2.4%	-7%	-51%	-1.5%	12%	-9%	-9%	1.1
CCOc1ccccc1NC(=O)NCCN1CCCCC1	-14%	-4.8%	-24%	-3%	/	2%	/	/	/
CCOC(=O)C1(CC2CCCCO2)CCN(C(=O)Nc2ccc(C)c(C)c2)CC1 (stereo not given)	-1%	-6.8%	-29%	-2%	-6.0%	-2%	7%	2%	1.2
O=C1c2cccc3cccc(c23)C(=O)N1CCN1CCN(C(=S)Nc2ccccc2)CC1	5%	5.5%	-28%	-37%	-7.6%	-3%	3%	1%	0.9
CC(=O)Oc1ccc(C23CC4CC(CC(C4)C2)C3)cc1C(=O)O	-2%	2.0%	-3%	-9%	/	8%	/	/	/
CN(C)c1cccc(NC(=O)c2cccc3ccccc23)c1	-3%	-1.4%	-4%	5%	/	-25%	/	/	/
Nc1nnc(SCC(=O)c2ccc([N+](=O)[O-])cc2)s1	-4%	-3.1%	-27%	-18%	-18%	4%	10%	7%	1
COC(=O)/C=C/c1cnc[nH]1	-19%	-1.0%	-21%	-22%[20 µM]	/	-16%	/	/	/
CCn1c(=O)[nH]c(=O)c2c(N)c(C(=O)c3ccccc3OC)sc21	1%	3.6%	-22%	-15%	-9.4%	10%	5%	2%	1
COc1cc(C(=S)N2CCCC2)ccc1OC(=O)c1ccc(Cl)cc1[N+](=O)[O-]	-4%	3.4%	-3%	12%	-1.6%	-2%	5%	4%	1.1
Cc1cccc(NC(=S)NNC(=O)c2csc3c2CCC(C)C3)c1 (stereo not given)	-8%	0.3%	-14%	-13%	-3.0%	-25%	-4%	-8%	1.1
CCC1Oc2ccc(C)cc2N(CC(=O)NCCCN2CCCCC2C)C1=O (stereo not given)	-11%	-1.8%	-15%	-8%	/	-9%	/	/	/
CCOc1ccc(CN(C)CC(=O)c2c(N)n(Cc3ccccc3)c(=O)n(CC)c2=O)cc1OC	5%	3.6%	-18%	12%	-2.7%	2%	10%	2%	1.1
O=C(O)CC(CC(=O)Nc1ccc(Oc2ccccc2)cc1)c1ccccc1 (stereo not given)	-5%	-6.7%	0%	16%	/	18%	/	/	/
COc1ccc(/C=N/NC2=NCCCCC2)cc1	-6%	9.9%	-11%	4%	-8.3%	6%	-23%	-36%	1.1
Cc1cc(NC(=S)N(Cc2ccc(Cl)cc2)Cc2ccc(C(=O)O)cc2)ccc1Cl	2%	-0.4%	3%	-14%	-3.2%	15%	9%	8%	1.2
Cn1c(=O)n(Cc2ccccc2)c(=O)c2c1nc1n2CCN1Cc1ccco1	-5%	/	8%	/	-6.6%	7%	-7%	-3%	1
COc1cc(/C=N/Nc2nc(-c3ccc(S(=O)(=O)N(C)C)cc3)cs2)ccc1O	5%	2.0%	32%*	-38%	/	27%	/	/	/
Cc1ccccc1NC(=O)CN1C(=O)NC(C)(CCc2ccccc2)C1=O (stereo not given)	-4%	6.5%	2%	-34%	-11%	5%	2%	-4%	1
CCOC(=O)c1c(NC(=O)CN2CCCc3ccccc32)sc(C)c1C	3%	-0.6%	-7%	-35%	-6.9%	15%	12%	5%	1.1
CC(=O)c1cccc(NC(=O)Nc2ccc(C(=O)N3CCOCC3)cc2)c1	-8%	-1.7%	6%	1%	-5.1%	9%	-14%	-14%	1.1
O=C(Nc1ccc(N2CCN(C(=O)c3ccccc3)CC2)cc1)c1ccc(Br)o1	2%	2.3%	-41%	29%	-5.1%	-15%	11%	4%	1.1

Laid out differently: results already given.
Order of results – LYP inhibition | KOR beta-arrestin-1 | NOD1 NF-kB reporter | KOR beta-arrestin-2 | XIAP antagonists | HEK293 NOD2/NF-kB | human PMI inhibition | human PMI inhibitors | TNAP activation fold
> Cc1cccc(NC(=S)NNC(=O)c2csc3c2CCC(C)C3)c1 (stereo not given)
 : -8% | 0.3% | -14% | -13% | -3.0% | -25% | -4% | -8% | 1.1
> CCC1Oc2ccc(C)cc2N(CC(=O)NCCCN2CCCCC2C)C1=O (stereo not given)
 : -11% | -1.8% | -15% | -8% | / | -9% | / | / | /
> CCOc1ccc(CN(C)CC(=O)c2c(N)n(Cc3ccccc3)c(=O)n(CC)c2=O)cc1OC
 : 5% | 3.6% | -18% | 12% | -2.7% | 2% | 10% | 2% | 1.1
> O=C(O)CC(CC(=O)Nc1ccc(Oc2ccccc2)cc1)c1ccccc1 (stereo not given)
 : -5% | -6.7% | 0% | 16% | / | 18% | / | / | /
> COc1ccc(/C=N/NC2=NCCCCC2)cc1
 : -6% | 9.9% | -11% | 4% | -8.3% | 6% | -23% | -36% | 1.1
> Cc1cc(NC(=S)N(Cc2ccc(Cl)cc2)Cc2ccc(C(=O)O)cc2)ccc1Cl
 : 2% | -0.4% | 3% | -14% | -3.2% | 15% | 9% | 8% | 1.2
> Cn1c(=O)n(Cc2ccccc2)c(=O)c2c1nc1n2CCN1Cc1ccco1
 : -5% | / | 8% | / | -6.6% | 7% | -7% | -3% | 1
> COc1cc(/C=N/Nc2nc(-c3ccc(S(=O)(=O)N(C)C)cc3)cs2)ccc1O
 : 5% | 2.0% | 32%* | -38% | / | 27% | / | / | /
> Cc1ccccc1NC(=O)CN1C(=O)NC(C)(CCc2ccccc2)C1=O (stereo not given)
 : -4% | 6.5% | 2% | -34% | -11% | 5% | 2% | -4% | 1
> CCOC(=O)c1c(NC(=O)CN2CCCc3ccccc32)sc(C)c1C
 : 3% | -0.6% | -7% | -35% | -6.9% | 15% | 12% | 5% | 1.1
> CC(=O)c1cccc(NC(=O)Nc2ccc(C(=O)N3CCOCC3)cc2)c1
 : -8% | -1.7% | 6% | 1% | -5.1% | 9% | -14% | -14% | 1.1
> O=C(Nc1ccc(N2CCN(C(=O)c3ccccc3)CC2)cc1)c1ccc(Br)o1
 : 2% | 2.3% | -41% | 29% | -5.1% | -15% | 11% | 4% | 1.1

Compound activity from PubChem BioAssay.
